# Pf Dd2 growth – inhibitors of Plasmodium falciparum Dd2 growth | P. falciparum Dd2 growth, SYBR Green, 72 h | Potency, µM (highest dose often 28.9 µM), for the others: at the highest dose activity, negative = inhibition, most hits filed as inhibitors | hit rate 4.3% among 120,000 | AID 1347417; active = well fitted inhibition curve with a large enough effect; inconclusive = small, poorly fitted or top-dose-only effect; inactive = no such curve, though single readings can be large or run the other way;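 note: plate controls were DMSO vehicle for no effect and reference drug for full effect; nearly all actives have a fitted effect of over 65% in size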
#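 Readout: SYBR Green fluorescence, 485 nm excitation, 535 nm emission, after ~16 h lysis at 37C. Before that, Dd2-infected red cells (2.5% hematocrit) grew 72 h with compound, 29 uM top final concentration.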
# Starred values were filed as active, the others as inactive; i = inactive; ? = inconclusive; ! = a repeat was not active; [ ] = another dose, or the depositor's remark. Potency is the fitted concentration of half-maximal effect.
Structure,Pf Dd2 growth
Cc1cc(C(=O)NC2CCc3nnc(C4CC4)n3CC2)nn1C (stereo not given),38%[activator]
Cc1c(NCc2cccnc2)cccc1C(=O)N1CCC2(CCNCC2)CC1,20%
Cn1ncc2c(-c3ccc([S+](C)(=O)[O-])cc3)cc(C(=O)NCc3ccc(F)cc3)nc21,?
O=C(NCc1ccc(Cl)cc1)C(=O)NCC(c1cccs1)S(=O)(=O)c1cccs1 (stereo not given),-14%
CCOc1ccc(C(=O)Nc2ccc(OCc3cc(=O)n4cccc(C)c4n3)cc2)cc1,-2%
COc1ccccc1CNc1ccc(-c2nc(C(C)C)no2)cc1[N+](=O)[O-],?
O=C(C1CCCC1)N1CC2(CCCN2Cc2cccnc2)Cc2ccccc21 (stereo not given),11µM*
O=C(Nc1ccc(Cl)cc1Cl)c1cc(S(=O)(=O)NCc2ccc3c(c2)OCO3)ccc1F,i
Cc1sc2c(c1C)c(=O)n(-c1cccc(C(F)(F)F)c1)c(=O)n2Cc1ccc(F)cc1,?
CN(Cc1cc(C[C@@H]2C[C@H](NS(C)(=O)=O)C2(C)C)no1)c1ccccc1,i
CCNC(=O)O[C@@H]1CO[C@H]2[C@@H]1OC[C@@H]2n1cc(C(=O)OC)nn1,21%[44.1 µM]
CCc1ccc(NC(=O)C2CCN(C(=O)c3ncn4c3COC(c3ccc(F)cc3)C4)CC2)cc1 (stereo not given),-3%
CC(C)c1noc(CC2CCN(C(=O)c3ccc(F)c(Cl)c3)CC2)n1,8%
COc1cc(F)cc(-c2cnc3[nH]cc(CC(=O)NCc4cccnc4)c3c2)c1,i
Cc1ccc(-n2c(C3CCN(C(=O)Cc4cccc(F)c4)CC3)n[nH]c2=O)cc1,-3%
O=C(C1CC1)N1CCC2(C1)C(=O)N(CCc1ccccc1)c1ccccc12 (stereo not given),6.3µM*!
CCC(C)n1c(SCc2c(F)cccc2Cl)nc2ccsc2c1=O (stereo not given),?
COc1ccc(OC)c(CNc2ncnc3onc(-c4ccc(Cl)cc4)c23)c1,-14%
COCC1CN(Cc2ccccc2F)CC12CCNCC2 (stereo not given),?
Cc1ccsc1C(=O)NC1CCN(c2cc(-c3ccc(F)cc3)[nH]n2)C1 (stereo not given),-20%
Cc1ccc(NC(=O)c2cc3c(N4CCCC4)nc(C)cn3n2)cc1,-4%
CCOC(=O)N1CCC(Oc2cnc3c(ccn3-c3cncnc3)c2)CC1,-10%[44.1 µM]
O=C1CCN(S(=O)(=O)c2ccccc2)CCCC(C(=O)NCc2ccccc2)CCN1 (stereo not given),3%
CCCOc1nccnc1NC1CCN(C(=O)c2cccnc2)CC1,18%[5.79 µM]

# Reformatted as labelled records: 2 of the compounds above
> O=C(Nc1ccc(Cl)cc1Cl)c1cc(S(=O)(=O)NCc2ccc3c(c2)OCO3)ccc1F
  Pf Dd2 growth: i

> Cc1sc2c(c1C)c(=O)n(-c1cccc(C(F)(F)F)c1)c(=O)n2Cc1ccc(F)cc1
  Pf Dd2 growth: ?

# Next records follow:
Structure,Pf Dd2 growth
CCC(C)n1cnc2cccnc21 (stereo not given),24%[44.1 µM]
COc1ccccc1NC(=O)C1=C(C)Nc2nc(SCc3ccccc3)nn2C1c1cccc(O)c1 (stereo not given),?
O=C(Cn1c(=O)oc2cc(S(=O)(=O)N3CCCC3)ccc21)NCc1ccc(F)cc1,-21%
O=C(Nc1nc2ccc(F)cc2s1)c1nc(S(=O)(=O)Cc2ccccc2F)ncc1Cl,77%[activator]
O=C1CC(c2ccccc2)N(C(=O)CNC(=O)NCc2ccc(F)cc2)CCCCCN1 (stereo not given),24%
O[C@@H]1C[C@@H](c2nc(C3CC3)no2)N(Cc2cccs2)C1,-11%[44.1 µM]
COCCNc1ncc(C(=O)O)c(-c2cc(F)cc(F)c2)n1,24%
Cn1nccc1CN1CCn2c(nnc2-c2ccccc2)C1,1%[44.1 µM]
Cc1nn2c(c1-c1ccccc1Oc1ccccc1)N(C(=O)Cc1ccc3c(c1)OCO3)CCC2,-9%
COc1cccc(C(=O)N2CCOc3ccc(CN4CCCCC4)cc3C2)c1,i
CC1CCN(c2nc(-c3ccc(Br)cc3)nc3ccccc23)CC1,32%
Cn1cnc2cc(-c3cccc4[nH]ncc34)cc(C(=O)NCc3cccnc3)c21,i
COCCCNC(=O)C1CCN(Cc2cc3ccccc3n2Cc2cccc(Cl)c2)CC1,?
CC(C)n1nc(OC(C)(C)C(=O)Nc2cccnc2)c2cc(CN3CCOCC3)ccc21,i
Cc1cc(S(=O)(=O)N2CCC(n3cnnc3C3CC3)CC2)ccc1Cl,-10%
O=C(NC1CCCCC1)C1CN(S(=O)(=O)c2cccc(F)c2)CC12CCOCC2 (stereo not given),11%
CN(Cc1ccc(F)cc1)C(=O)C1CC1,-13%[76.6 µM]
Cc1ccc(C(=O)Nc2c(-c3ccccc3)nc3ccccn23)cc1C,6%
O=C1Nc2ccccc2C12CCN(Cc1ccccc1)CC2,?
Cc1nnnn1CCCN1CCc2onc(-c3ccc(C(F)(F)F)cc3)c2C1,?
Cc1nn(C)c(C)c1CCN(C)C(=O)[C@H]1CN(Cc2ccccc2)C[C@H]1C(=O)O,i
Cc1ccccc1Cn1ccn(-c2ccc(F)c(F)c2)c(=O)c1=O,24%
O=C(NCc1ccccc1)[C@H]1CN2CC[C@H]1C[C@@H]2Cn1cc(-c2ccccn2)nn1,?
O=[S+]([O-])(c1cccs1)N1CCC2(CC(c3cccc(C(F)(F)F)c3)=NO2)C1 (stereo not given),?

# Three consecutive compounds out of the list so far:
Structure,Pf Dd2 growth
CN(Cc1ccc(F)cc1)C(=O)C1CC1,-13%[76.6 µM]
Cc1ccc(C(=O)Nc2c(-c3ccccc3)nc3ccccn23)cc1C,6%
O=C1Nc2ccccc2C12CCN(Cc1ccccc1)CC2,?

# Part of the list above in order of SMILES length, falling.
Structure,Pf Dd2 growth
O=C(NC1CCCCC1)C1CN(S(=O)(=O)c2cccc(F)c2)CC12CCOCC2 (stereo not given),11%
Cn1nccc1CN1CCn2c(nnc2-c2ccccc2)C1,1%[44.1 µM]
COCC1CN(Cc2ccccc2F)CC12CCNCC2 (stereo not given),?

# Next compounds:
Structure,Pf Dd2 growth
COc1ccc(CCN2CC(NCc3cccnc3)CC2=O)cc1 (stereo not given),-4%
O=C1CC(c2noc(-c3cc(Cl)ccc3F)n2)CN1c1ccc(F)cc1 (stereo not given),56%
Cc1ccc(NC(=O)CCc2c(C)nc3nc(C)nn3c2C)c(Cl)c1,14%
O=C(c1ccsc1)N1CC(c2nnc(-c3ccncc3)o2)C2(CCOCC2)C1 (stereo not given),i
CSc1ccc(CCNC(=O)CCn2c(=O)c3cccn3c3ccc(F)cc32)cc1,-14%
O=C1NC[C@@H](CCC(=O)N2CCCC2)N2C[C@@H](NCc3ccc(CO)o3)C[C@@H]12,33%[activator][44.1 µM]
O=C(CCn1ccn2nc3c(c2c1=O)CCCC3)NCc1ccc(F)c(Cl)c1,?
CCN1CCN(CCCN2CC3(CCN(C(=O)CN)CC3)OC2=O)CC1,-8%
CN(C)Cc1cc(CC2(NCc3ccc(N(C)C)cc3)COC2)no1,33%[activator][44.1 µM]
OCCOc1ccccc1CN1CCCC(Nc2ccc(F)c(F)c2)C1 (stereo not given),?
COc1ccc(-n2nc3n(c2=O)CCN(Cc2cccc4ccccc24)C3)cc1,?
CC1=C(c2ccc(Cl)cc2)S(=O)(=O)N=C1N1CCN(c2cc(C)ccc2C)CC1,i
Cc1cccc(N(C)C(CNS(=O)(=O)c2ccccc2)c2ccccc2)c1 (stereo not given),-27%
CCOc1ccc(CNC(=O)c2cccn2-c2nnc(N3CCCCC3)s2)cc1OC,?
CC(C)N1C(=O)C(CC(=O)NCCCN2CCc3ccccc3C2)=C2CCCCC21 (stereo not given),?
CCOC(=O)N1CCc2c(sc3c2c(=O)n(-c2ccc(CC)cc2)c(=O)n3Cc2ccc(F)cc2Cl)C1,10µM*
Cc1ccc(S(=O)(=O)N2CCCC3(CCC(=O)N(C4CC4)C3)C2)cc1C (stereo not given),2%
CN1c2cc(C(=O)NC3CCCCCC3)ccc2C(=O)N2CCCCCC21 (stereo not given),?
CC(=O)NC[C@@H]1C=C(C)[C@H](CC(=O)N2CCN(C(C)=O)CC2)C[C@H]1C(C)C,-12%[44.1 µM]
O=C(NCc1ccccc1)N1CCC(N2CC3CC(C2)[C@H]2CCCC(=O)N2C3)CC1 (stereo not given in full),-17%
O=C1CC(c2ccccc2)N(C(=O)c2ccccn2)CCCCCN1 (stereo not given),-26%
COc1cncc(NC(=O)C2=NO[C@@H]3CN(Cc4ccc(O)c(Cl)c4)C[C@H]23)c1,-17%[44.1 µM]
CCCOc1ccc(C2c3c(oc4ccccc4c3=O)C(=O)N2c2ccc(C)cn2)cc1OCC (stereo not given),43%[activator]
O=C(Cc1ccsc1)N1CCCN(c2cc(-c3ccc(Cl)cc3)[nH]n2)CC1,?
CCOCCCNC(=O)C(=O)Nc1c2c(nn1-c1ccccc1)CSC2,-14%
COc1cccc(Nc2ccc(CN3CCC(C)(NC(C)=O)C3)cc2)c1 (stereo not given),?
CN(Cc1ccsc1)C1CCCc2ccccc21 (stereo not given),-5%[44.1 µM]
CCOC(=O)c1c(C)oc2nc(C)nc(NCCc3ccc(OC)c(OC)c3)c12,-25%
COC(=O)c1c(N)n(-c2ccc(OC)c(Cl)c2)c2nc3ccccc3nc12,27%
CCOC(=O)c1ccc(N2C(=O)c3n[nH]c(-c4cccs4)c3C2c2ccc(C)cc2)cc1 (stereo not given),49%[activator]
O=C(NCCCN1CCCc2ccccc21)c1cccnc1N1CC2CC(C1)[C@H]1CCCC(=O)N1C2 (stereo not given in full),i
COc1cc(-c2cnc3n[nH]c(-c4ccccc4)c3n2)ccn1,10%[44.1 µM]
COc1ccc(-c2nc3ccccc3o2)cc1NC(=O)COc1ccc(C(C)(C)C)cc1,7.9µM*
CCCCNC(=O)CCc1c(C)nc2cc(-c3ccccc3)nn2c1C,20%
CCOc1ccc(CNC(=O)CCCn2c(=O)c3cccn3c3ccc(F)cc32)cc1,i
COCCNC(=O)C(C)[C@@H]1CC[C@@]2(C)CC[C@H](NC(=O)c3ccccn3)[C@@H](C)[C@@H]2[C@H]1O (stereo not given in full),i
CCOc1ccc(CN(CCOC)C(=O)C2CC3(CCNCC3)CN2)cc1 (stereo not given),1%
O=C(NCC1CC1)C1(CCO)CCN(Cc2ccccc2)C1 (stereo not given),?
Cc1cc(C(=O)N2CCCC(O)(CN3CCCC3)C2)ccc1Cl (stereo not given),?
CCN1CCCC12Cc1ccccc1CN(C(=O)c1ccccc1)C2 (stereo not given),?
CC(=O)c1ccc(NC(=O)CN2C(=O)NC3(CCC(C)CC3)C2=O)cc1 (stereo not given),?
CN(Cc1cccnc1)Cc1nc(C2(O)CCN(Cc3ccccc3F)CC2)cs1,i
CC(C)Oc1ccc(CNC(=O)Cc2ccc(NC(=O)N3CCSc4ncccc43)cc2)cc1,40%[activator]
Cc1ncc(CN2CCCC2C(=O)Nc2ccc(-c3cccc(F)c3)cc2)n1C (stereo not given),?
O=C(CSc1nccn1-c1ccc(F)cc1)Nc1nc2ccccc2s1,5%
COc1cc(Nc2ncncc2-c2nc(-c3ccccc3)no2)c(OC)cc1Cl,i
O=C(NC1CC1)C1CCN(C(=O)c2ncn3c2COC(c2ccc(Cl)cc2)C3)CC1 (stereo not given),?
COCCOc1cc(=O)n2c(c1C(=O)NC1CCCCC1)CCOCC2,0%
c1ccc(CNc2nc3c(-c4ccccc4)nnn3c3ccccc23)cc1,0%
Cc1ccc(NC(=O)CN2C(=O)NC(c3ccc(Cl)cc3)C3=C2COC3=O)cc1Cl (stereo not given),-17%
Cc1ccc(-c2nc(CNS(=O)(=O)C3CC3)[nH]c2-c2ccccn2)cc1,-5%
O=C(NC1CCN(c2cc(-c3ccc(F)cc3)[nH]n2)CC1)c1cnccn1,i
COc1ccc(C(=O)N[C@H]2CC[C@]3(C)CCC([C@H](C)C(=O)NCCN4CCOCC4)[C@H](O)[C@H]3[C@@H]2C)cc1 (stereo not given in full),-3%
Cc1ccc(OCCC2CCN(C(=O)CCN3C(=O)NC(C)(C)C3=O)C2)cc1 (stereo not given),i
COc1ccc(C(=O)N2CCCC(c3noc(COc4ccccc4F)n3)C2)cc1 (stereo not given),?
O=C(NC1CCCN(c2cc(-c3ccc(F)cc3)[nH]n2)C1)c1ccccn1 (stereo not given),-7%

# (list continues)
Structure,Pf Dd2 growth
COc1ccc([C@H](C)NC(=O)c2c(C)noc2-c2ccccc2C)cc1,-12%
COc1cccc(CNC(=O)Cn2c(=O)c3cccn3c3ccc(F)cc32)c1OC,4%
CCOc1ccc(CC(=O)NCCc2sc3nc(-c4ccc(F)cc4)nn3c2C)cc1,15%
CC(C)(C)c1ccc(C(=O)Nc2ccc(-c3nc4cc(Cl)ccc4o3)cc2)cc1,?
Cn1cnc(S(=O)(=O)N2CCC(Cc3nncn3CC3CC3)C2)c1 (stereo not given),-17%
CCn1c(=O)n(CC)c2cc(N3CCCCC3)c(NC(=O)Nc3ccccc3C(F)(F)F)cc21,10µM*

# Not all compounds are listed (hit frequency here may not be typical).
